Screens (PubChem BioAssay)
PV pol inh: poliovirus RdRp elongation inhibitors, primary screen, biochemical, fluorescence polarization, total intensity; poliovirus polymerase elongation; stronger effect = lower value; actives 0.66% (n = 150,000); Genome polyprotein (Poliovirus type 1 (strain Mahoney)), P03300; % elongation, % (compound at 16.7 µg/mL); in the data active = % elongation below about 90%; note: some results filed as inactive read as strong as hits
Target sequence (P03300 1749-2209 limits assumed): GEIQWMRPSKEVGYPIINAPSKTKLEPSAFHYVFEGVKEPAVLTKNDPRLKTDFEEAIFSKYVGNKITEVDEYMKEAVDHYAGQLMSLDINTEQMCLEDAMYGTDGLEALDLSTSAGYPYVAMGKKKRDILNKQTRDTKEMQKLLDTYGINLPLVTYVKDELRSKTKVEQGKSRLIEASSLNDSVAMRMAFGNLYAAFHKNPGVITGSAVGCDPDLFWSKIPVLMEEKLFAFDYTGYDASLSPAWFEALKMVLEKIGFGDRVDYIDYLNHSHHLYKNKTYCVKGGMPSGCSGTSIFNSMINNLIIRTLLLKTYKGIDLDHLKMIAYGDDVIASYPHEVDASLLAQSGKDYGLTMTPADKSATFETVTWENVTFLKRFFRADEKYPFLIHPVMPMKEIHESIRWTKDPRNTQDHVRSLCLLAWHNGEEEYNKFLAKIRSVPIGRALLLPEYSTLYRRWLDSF
PV pol inh FP z-score: recorded beside PV pol inh, whose call it bears; z-score; measured here: FP z-score; hits read low
An asterisk follows results filed as active. These rows are one share of the data; the hit share may differ from the screen's.

# | smiles | PV pol inh | PV pol inh FP z-score
1 | O=S(=O)(CC(c1ccccc1)N1CCOCC1)c1ccc(Cl)cc1 (stereo not given) | 104.0 | 0.6
2 | CSc1ccc(CCNC(=O)CCc2c(C)nc3cc(-c4ccccc4)nn3c2C)cc1 | 106.0 | 0.2
3 | O=C(Nc1nc2nc(-c3ccccc3)cc(=O)n2[nH]1)C1CC1 | 103.0 | 0.6
4 | CCn1c2ccccc2c2cc(NC(=O)CN3CCN(S(=O)(=O)c4ccc(OC)cc4)CC3)ccc21 | 99.0 | -0.2
5 | CN1CCN(C(=O)c2ccc(N)cc2)CC1 | 103.0 | 0.1
6 | COc1ccc2nc(SCC(=O)c3cc4c5c(c3)CC(=O)N5CCC4)[nH]c2c1 | 100.0 | -0.4
7 | COC(CNC(=O)Cc1ccc(-n2c(=O)[nH]c3ccsc3c2=O)cc1)OC | 101.0 | 0.1
8 | CCOC(=O)C1CCC(CN(Cc2ccc(OC)cc2)S(=O)(=O)c2ccc(F)c(C(=O)Nc3c(C)cccc3C)c2)CC1 (stereo not given) | 108.0 | -0.2
9 | Cc1ccc(OCCSc2nc3ccc(NC(=O)COc4ccc(C)cc4)cc3s2)cc1 | 104.0 | -0.7
10 | COC(=O)c1ccccc1NC(=O)C1=CC(c2ccc(C)cc2)=NS(=O)(=O)N1C | 113.0 | 0.3
11 | O=C(CCCn1ncn2c(cc3occc32)c1=O)N1CCCCC1 | 101.0 | -1
12 | CCN(CC)S(=O)(=O)c1ccc(C(=O)NCCSc2c(-c3ccc(C)cc3)[nH]c3ccccc23)cc1 | 107.0 | 0.7

Other compounds:
# | smiles | PV pol inh | PV pol inh FP z-score
13 | O=C1NC(Nc2nc3ccccc3s2)(C(F)(F)F)C(=O)N1C1CCCCC1 (stereo not given) | 101.0 | 0.1
14 | Cc1nn2c(=O)cc(COC(=O)c3ccc(NC(=O)c4ccc(C(C)(C)C)cc4)cc3)nc2s1 | 100.0 | -1.6
15 | CCN(c1ccccc1)S(=O)(=O)c1nnc(NC(=O)COc2ccccc2F)s1 | 106.0 | -0.5
16 | CNS(=O)(=O)c1ccc(C(F)(F)F)cc1S(=O)c1ccccc1C(=O)O (stereo not given) | 99.0 | -0.8
17 | COc1ccccc1-n1c(-c2ccccc2)cn2c3c(=O)n(C)c(=O)n(C)c3nc12 | 102.0 | -0.4
18 | CCOc1cccc(NC(=O)CSc2ncc(-c3ccccc3)[nH]2)c1 | 107.0 | 0.4
19 | COc1ccc(NC(=O)c2ccc3oc(=O)c(S(=O)(=O)c4ccc(F)cc4)cc3c2)cc1OC | 106.0 | -0.5
20 | CCc1ccc(C(=O)c2cn(Cc3ccccc3)c3cc(OC)c(OC)cc3c2=O)cc1 | 103.0 | -1.2
21 | COC(=O)c1scc(-c2ccccc2)c1S(=O)(=O)N1CCN(c2ccccc2OC)CC1 | 101.0 | -0.1
22 | CC(=O)c1ccc(N2CCN(C(=O)Cn3ncc4c3-c3ccccc3OC4)CC2)cc1 | 103.0 | -0.5
23 | CCn1cc(C(=O)NC2CCCCC2)c2cc(OC)c(OC)cc2c1=O | 100.0 | -0.1
24 | COc1cnn(-c2cccc(Cl)c2)c(=O)c1Cl | 101.0 | 0.3

Other records
# | smiles | PV pol inh | PV pol inh FP z-score
25 | Cc1cc(C(=O)N2CCc3ccccc3C2)n[nH]1 | 103.0 | 0.3
26 | O=C1c2ccc(-c3nc4cc(Cl)ccc4c(=O)o3)cc2C(=O)N1CC1CCCO1 (stereo not given) | 98.0 | -0.7
27 | COC(=O)c1ccc(COC(=O)c2ccccc2Cl)cc1 | 101.0 | -0.6
28 | COc1ccc2c(C)c(CC(=O)N3CCOCC3)c(=O)oc2c1 | 103.0 | 1
29 | COc1ccccc1NS(=O)(=O)c1ccc2oc(=S)n(CN(C)CCC#N)c2c1 | 85.0* | -1.1*
30 | CCn1c(CN(C)C(C)=O)nc2ccccc21 | 102.0 | 0
31 | CC(Nc1ccc(Cl)cc1)C(=O)N/N=C/c1cccc(O)c1 (stereo not given) | 103.0 | 0.4
32 | CCN(CC)CCNc1ncnc2sc3c(c12)CCCC3 | 103.0 | 0.3
33 | CC(=O)Nc1ccc(NC(=O)c2cc(CN3CCCC3)on2)cc1 | 106.0 | -0.1
34 | COC(=O)CSc1nc(C)c(Br)c(=O)[nH]1 | 97.0 | -1.1
35 | Cc1cc(NC(=O)CSc2ncc(C(=O)Nc3ccc(C)c(C)c3)c(=O)n2C)no1 | 111.0 | 0.9
36 | Cc1cc(C)n(C(=O)CSc2nc(C)c(C)cc2C#N)n1 | 105.0 | 0.2

More results.
# | smiles | PV pol inh | PV pol inh FP z-score
37 | CC12CN3CC(C)(CN(C1)C3c1ccc(O)cc1)C2 (stereo not given) | 105.0 | 0.6
38 | COC(=O)c1cc2cccc3c2n1CCS3 | 100.0 | -0.7
39 | COc1ccccc1C(=O)N(C)CCc1ccccn1 | 106.0 | 0.6
40 | S=c1oc2ccc(Cl)cc2n1CN1CCCC1 | 104.0 | 0.1
41 | COc1ccc2c(CSc3nncn3-c3ccccc3OC)cc(=O)oc2c1 | 109.0 | 0.7
42 | CN(C)c1nc2n(c(=O)n1)CCN2C(=S)S | 100.0 | -1
43 | O=C(NC1CC1)C1CCCN(C(=O)NC2CCCCC2)C1 (stereo not given) | 101.0 | -0.4
44 | Cc1c(C(=O)O)oc2c1-c1nn(Cc3cccc(Cl)c3)cc1CC2 | 103.0 | 0.4
45 | CCc1ccc(NC(=O)C2Cc3ccccc3C(=O)O2)cc1 (stereo not given) | 105.0 | 0.2
46 | COC(=O)c1c(C)oc2ccc(OCc3ccccc3)cc12 | 101.0 | -0.6
47 | COc1ccccc1CNS(=O)(=O)c1ccc(-c2cc(C(F)(F)F)on2)s1 | 109.0 | 0.4
48 | COC(=O)c1cc2c(s1)-c1cc(Cl)ccc1SC2 | 104.0 | 0.2

Later entries.
# | smiles | PV pol inh | PV pol inh FP z-score
49 | Clc1ccc(C=NCc2ccc(-c3cccs3)s2)cc1 | 104.0 | 0.2
50 | O=C(/C=C/c1ccc(S(=O)(=O)NCc2ccco2)cc1)NCC(F)(F)F | 101.0 | -0.1
51 | CCOc1ccc(CCNC(=O)Cn2c(=O)c3cccn3c3ccc(F)cc32)cc1OCC | 107.0 | 0
52 | COc1ccc(CC(=O)N(Cc2nc(-c3ccc(C)cc3)no2)C(C)C)cc1 | 107.0 | 0.4
53 | O=C(NCc1cccnc1)c1cnn(-c2cccc(F)c2)c1C1CCNCC1 | 103.0 | 0.3
54 | c1ccc2c(c1)NC(c1c[nH]c3ccccc13)N2 | 108.0 | 0.7
55 | CCN(Cc1ccccc1)C(=O)c1cc2c(=O)oc3ccc(C)cc3c2s1 | 106.0 | 0.3
56 | CCOc1ccccc1NCc1nnc2n1CCCCC2 | 110.0 | 0.6
57 | COc1ccccc1NC(=O)NCC(c1ccco1)N1CCCCC1 (stereo not given) | 98.0 | 0
58 | CC(CC[C@@H](O)C(C)C)C1CCC2C3CC=C4C[C@@H](O)CC[C@]4(C)C3CC[C@]12C (stereo not given in full) | 102.0 | 0.3
59 | Brc1ccc2c(ccc[n+]2C/C=C/c2ccccc2)c1 | 105.0 | 0.8
60 | COC(=O)C1C2C=CC3(CN(Cc4ccco4)C(=O)C13)O2 (stereo not given) | 102.0 | 0.2

More structures:
# | smiles | PV pol inh | PV pol inh FP z-score
61 | Cc1onc(-c2ccccc2)c1C(=O)NCc1ccc2c(c1)OCO2 | 103.0 | 0.3
62 | CCc1ccc(C(=O)c2cn(CC(=O)Nc3ccc4c(c3)OCCO4)c3ccc(C)cc3c2=O)cc1 | 102.0 | -1.3
63 | Cc1ccc(NC(=O)CCC(=O)c2cccs2)cc1 | 102.0 | 0.4
64 | COc1ccc(CCNS(=O)(=O)c2ccc3[nH]c4c(c3c2)CCCC4)cc1OC | 101.0 | -0.2
65 | COc1cccc(C(=O)NC(c2ccco2)c2c(O)ccc3ccccc23)c1 (stereo not given) | 100.0 | 0.1
66 | Cn1c(SCC(=O)c2ccccc2)nnc1C(F)(F)F | 102.0 | -0.5
67 | CCCn1c2ccccc2c2cnn(CC(=O)NC(CCSC)C(=O)OC)c(=O)c21 (stereo not given) | 106.0 | 0
68 | CC(=O)Nc1ccc(NC(=O)C2CC(=O)N(Cc3ccco3)C2)cc1 (stereo not given) | 98.0 | -0.8
69 | CCSC1=C(C#N)C(c2ccc(C(C)C)cc2)C2=C(CCCC2=O)N1 (stereo not given) | 103.0 | 0.3
70 | CC(C)(C)OC(=O)N1CCN(CCNC(=O)c2ccc(Cl)cc2)CC1 | 107.0 | 0.6
71 | CC(O)CNc1nc2ccccc2[nH]1 (stereo not given) | 100.0 | -0.2
72 | CC(C)Sc1oc(-c2cccs2)nc1S(=O)(=O)c1ccc(Cl)cc1 | 110.0 | 1.6

Continued.
# | smiles | PV pol inh | PV pol inh FP z-score
73 | CC1Cn2cc(C(=O)Nc3ccccc3C(F)(F)F)c(=O)c3c(Cl)ccc(c32)O1 (stereo not given) | 100.0 | -0.4
74 | COc1ccc(NC(=O)CC(C)n2nc(C)cc2C)cc1Cl (stereo not given) | 104.0 | -0.4
75 | Nc1c(-c2ccccc2)n[nH]c1-c1ccccc1 | 104.0 | 0.2
76 | O=c1oc(-c2ccc(F)cc2)nc2ccccc12 | 101.0 | 0
77 | COc1cc(NC(=O)CN2C(=O)CN(C)C(=O)c3ccccc32)cc(OC)c1OC | 106.0 | -0.1
78 | O=C(CN1C(=O)COc2ccc(S(=O)(=O)N3CCCCCC3)cc21)N1CCN(c2ccc(F)cc2)CC1 | 99.0 | -1.7
79 | O=C1NC(=O)C(CC(=O)N2CCCCC2)N1 (stereo not given) | 105.0 | 1
80 | c1ccc(SCCNC2=NCCCS2)cc1 | 106.0 | 0.2
81 | CCOCCn1c(=NC(=O)C(C)(C)C)sc2cc(S(C)(=O)=O)ccc21 | 106.0 | 1.3
82 | CC(C)N(Cc1cc2ccccc2[nH]c1=O)C(=O)c1ccncc1 | 100.0 | -0.5
83 | N=c1n(CC(=O)c2ccc(Cl)c(Cl)c2)c2ccccc2n1Cc1ccccc1 | 100.0 | -0.3
84 | CC1=NN(c2ccccc2)C(=O)/C1=C1/C(=O)N(c2ccccc2)N=C1C | 57.0* | -12.7*

More records
# | smiles | PV pol inh | PV pol inh FP z-score
85 | CSc1nsc(SCCN2C(=O)c3ccccc3C2=O)n1 | 101.0 | 0.3
86 | O=C(COc1ccc(Cl)cc1)OCc1cc(=O)n2nc(-c3cccs3)sc2n1 | 105.0 | -0.2
87 | O=C(OCc1ccccc1)Oc1cncc(C(=O)O)c1 | 102.0 | 0.1
88 | O=S(=O)(c1ccccc1)N1CCC(n2cnc3ccccc32)CC1 | 99.0 | -0.9
89 | O=C1CN(C(=O)/C=C/c2ccc(Cl)cc2)c2ccccc2N1 | 108.0 | 1
90 | CC1(C)CC2CC(C)(CN2C(=O)Nc2ccc3snnc3c2)C1 (stereo not given) | 102.0 | -0.7
91 | CN1C(=O)N(S(=O)(=O)c2ccc(F)c(F)c2F)C(=O)C1(C)C | 95.0 | -0.8
92 | CCc1ccc(NC(=O)CC2C(=O)N(c3ccc(F)cc3)C(=O)N2Cc2ccc(F)cc2)cc1 (stereo not given) | 112.0 | 1.1
93 | COc1ccc(-c2nonc2NC(=O)COc2ccccc2)cc1 | 103.0 | 0.6
94 | Cc1ccccc1OCC(=O)Nc1ccc(NC(=O)c2ccco2)cc1 | 101.0 | -0.1
95 | NC(=O)CN1CCN(c2ccc(Cl)cc2)CC1 | 101.0 | -0.5
96 | CCOC(=O)c1c(NC(=O)c2nc(SC)ncc2Cl)sc(C)c1C | 120.0 | 0.4

(listing goes on)
# | smiles | PV pol inh | PV pol inh FP z-score
97 | Cc1ncc(CO)c(CNc2ccccc2)c1O | 102.0 | -0.2
98 | O=c1c2ccccc2ncn1-c1ccc(F)cc1 | 101.0 | 0
99 | COc1cc(C2N(c3ccccc3)CCN2c2ccccc2)cc(OC)c1OC | 100.0 | 0.3
100 | COc1nc(-c2ccc(Cl)cc2Cl)nc2ccccc12 | 107.0 | 0.4
101 | CN(C)c1nc(Nc2ccc(F)cc2)nc(Oc2ccc(F)cc2)n1 | 102.0 | 0.5
102 | Cc1nnc(NC(=O)C(C)Oc2ccc(Cl)c(C)c2)s1 (stereo not given) | 102.0 | 0.1
103 | O=S(=O)(/N=C(\Nc1ccccc1)c1ccccc1)c1ccc(Br)cc1 | 104.0 | 0.8
104 | Cc1occc1C(=O)NC(C)C12CC3CC(CC(C3)C1)C2 (stereo not given) | 102.0 | -0.2
105 | N#Cc1ccc(/C=C/C(=O)NCc2ccccc2)cc1 | 105.0 | 0.2
106 | O=C([C@@H](c1ccccc1)N1Cc2ccccc2C1=O)N1CCN(Cc2ccccc2)CC1 | 99.0 | -1.3
107 | CC1(C)CC(=O)CC(=NC2CCS(=O)(=O)C2)C1 (stereo not given) | 103.0 | 0.2
108 | Fc1ccc(Nc2nc3ccc(Cl)cc3n3cnnc23)c(F)c1 | 104.0 | 0.9

Later entries
# | smiles | PV pol inh | PV pol inh FP z-score
109 | Cc1nc2nc(NC(=O)c3ccc(C(C)(C)C)cc3)[nH]n2c(=O)c1C | 100.0 | -1.5
110 | Cc1nn(C(=O)c2ccc(Cl)cc2)c(C)c1Sc1nnc(C(F)(F)F)n1C | 100.0 | -0.9
111 | CCC(C)NC(=O)c1ccccc1NC(=O)CN1C(=O)c2ccccc2S1(=O)=O (stereo not given) | 102.0 | 0.5
112 | CCc1nn(C(CC)C(=O)NCc2ccccc2F)c(=O)c2cc3occc3n12 (stereo not given) | 99.0 | -1.2
